cytoskel mod = modifiers of cytoskeleton assembly; HUVEC TNFa F-actin phalloidin imaging, high content; inhibition, % at 2 µM; actives 0.18% (n = 91,000);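 active = inhibition above the batch mean plus 3 SD and confirmed as a hit by visual image inspection, cut at about 30% in these data, passing the limit was not always enough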; note: strong numbers were not always called active
PTPN22 act = LYP (human) phosphatase activation; actives 0.11% (n = 96,000); recombinant LYP, DiFMUP fluorescence; 0 = plate median, 100 = signal doubled; Q9Y2R2; activation, % at 2 µM;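 active = activation at 2 µM above a set limit, the mean plus 5 SD, cut at about 37% in these data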
PTPN22 inh 2 = inhibitors of human LYP (PTPN22) phosphatase; recombinant LYP catalytic domain, DiFMUP fluorescence; inhibition, % at 2 µM; actives 0.21% (n = 96,000);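 active = inhibition at 2 µM at or above a set limit, the screen mean plus 3 SD, cut at about 24% in these data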;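 note: 0% = DMSO with enzyme and 100% = enzyme fully blocked by orthovanadate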
HIV Rev-RRE inh = inhibitors of HIV-1 Rev-RRE RNA interaction; P05866; Rev peptide-RRE RNA binding, FRET; actives 0.79% (n = 97,000); inhibition, % at 8 µM;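 active = inhibition above the screen-wide mean plus 3 SD, cut at about 35% in these data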;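 note: 0% = median DMSO wells and 100% = median Neomycin B control wells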
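Test system: Cy5-tagged RRE RNA duplex with fluorescein-tagged Rev peptide; Probe or stimulus: labelled Rev peptide; Schedule: 5 min preincubation and 15 min binding, 25 °C; Signal: FRET fluorescence readout; Evaluation: % inhibition from 671/540 nm acceptor-to-donor ratio, scaled between controls; Control set: DMSO and neomycin B.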
PTK2B oligo ant = Pyk2 (human) oligomerization antagonism | Q293 cells, Pyk2 FERM NanoBiT luminescence; stronger effect = lower value | actives 0.83% (n = 99,000) | z-score (the deposit names both 25 µM and 10 µM) | Q14289;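 active = Z-score of -3 or lower, scaled per plate to the spread of control and sample wells; inactive = z-score above -3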;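 note: negative z-score means lost luminescence so less FERM oligomerization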
Plk1 PBD FP = Plk1 (human) PBD binding inhibition; P53350; Plk1 PBD phosphopeptide binding, fluorescence polarization; inhibition, %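 (tested at about 20 µM)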; actives 0.13% (n = 97,000); in the data active = inhibition above about 34%, passing the limit was not always enough
FAK inh = FAK (human) kinase inhibition | inhibition, %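 (tested at 7 µM)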 | actives 0.84% (n = 97,000) | Q05397 | biochemical FAK kinase activity assay; in the data active = inhibition above about 19%;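 note: 0% = DMSO and 100% = reference compound high control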
Target sequence (Q05397 whole entry, looked up): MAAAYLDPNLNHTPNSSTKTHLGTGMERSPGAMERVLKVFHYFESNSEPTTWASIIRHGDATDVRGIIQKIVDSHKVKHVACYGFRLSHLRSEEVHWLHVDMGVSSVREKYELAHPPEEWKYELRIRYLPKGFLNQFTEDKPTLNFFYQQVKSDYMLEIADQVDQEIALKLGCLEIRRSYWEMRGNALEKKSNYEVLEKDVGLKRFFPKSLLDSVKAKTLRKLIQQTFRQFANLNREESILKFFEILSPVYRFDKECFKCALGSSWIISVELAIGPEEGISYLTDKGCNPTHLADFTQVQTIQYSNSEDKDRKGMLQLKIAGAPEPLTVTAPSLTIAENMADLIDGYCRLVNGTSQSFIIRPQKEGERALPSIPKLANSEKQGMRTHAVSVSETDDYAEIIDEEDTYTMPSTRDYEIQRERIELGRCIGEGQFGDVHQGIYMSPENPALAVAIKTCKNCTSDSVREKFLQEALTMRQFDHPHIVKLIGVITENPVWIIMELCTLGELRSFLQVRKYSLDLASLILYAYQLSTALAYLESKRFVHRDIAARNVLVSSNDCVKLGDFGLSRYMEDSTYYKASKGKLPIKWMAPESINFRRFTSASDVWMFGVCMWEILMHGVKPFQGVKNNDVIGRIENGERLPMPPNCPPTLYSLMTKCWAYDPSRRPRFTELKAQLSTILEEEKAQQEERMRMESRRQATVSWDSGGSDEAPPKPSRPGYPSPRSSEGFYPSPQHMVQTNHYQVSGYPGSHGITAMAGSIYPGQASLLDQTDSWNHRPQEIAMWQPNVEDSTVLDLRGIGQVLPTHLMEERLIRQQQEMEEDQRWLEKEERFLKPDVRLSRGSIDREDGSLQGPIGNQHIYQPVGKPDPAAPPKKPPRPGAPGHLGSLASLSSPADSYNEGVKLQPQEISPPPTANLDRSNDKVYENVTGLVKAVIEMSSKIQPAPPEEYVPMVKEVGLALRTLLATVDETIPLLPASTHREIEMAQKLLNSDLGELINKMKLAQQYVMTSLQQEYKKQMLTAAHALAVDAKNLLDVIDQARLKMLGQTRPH
PLK1 kinase inh = blocks human PLK1 kinase activity; AID 619; recombinant PLK1 kinase, TR-FRET peptide phosphorylation; inhibition, % at 10 µM; P53350; actives 0.53% (n = 97,000);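 active = inhibition of 50% or more in the single-concentration screen; inactive = inhibition below 50%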;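 note: 0% = DMSO max control and 100% = H-89 dihydrochloride min control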
EphB4 antag = EphB4-ephrin-B2 interaction antagonism. AID 720. EphB4 LBD / TNYL-RAW-Alexa532 peptide, fluorescence polarization. actives 0.15% (n = 97,000). inhibition, % at 7 µM. P54760;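 active = inhibition above the screen-wide mean inhibition plus 3 SD, cut at about 15% in these data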;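 note: 0% = DMSO wells and 100% = excess unlabeled TNYL-RAW peptide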
Numbers without * were called inactive; nt = not tested or not shown.

SMILES | cytoskel mod | PTPN22 act | PTPN22 inh 2 | HIV Rev-RRE inh | PTK2B oligo ant | Plk1 PBD FP | FAK inh | PLK1 kinase inh | EphB4 antag
Cc1ccc(Nc2c(-c3ccc(C)o3)nc3cnccn23)cc1 | 15 | -10 | 6 | 13 | nt | 8 | 12 | 16 | 4
Cc1cc(NC(=O)CSc2nc3ccsc3c(=O)n2CCCCC(=O)O)no1 | nt | -1 | 0 | 6 | 0.5 | -6 | 2 | -9 | 1
CCOc1cc(/C=N/NC(=O)COc2ccc(C)cc2)ccc1OC(=O)c1cccs1 | 14 | -8 | 6 | 4 | -0.13 | -2 | 11 | -8 | 3
CCOC(=O)C(C)(C)C(=O)C(C)(C)C(O)c1ccccn1 (stereo not given) | -6 | -4 | 2 | 4 | 2 | -1 | 6 | -4 | -10
Cc1nonc1NC(=O)Nc1cccnc1 | nt | 5 | -7 | 1 | 0.5 | 5 | -2 | 4 | -4
Cc1ccc(-c2csc(=S)n2CC(=O)OCC(=O)NCc2ccc(F)cc2)cc1 | 24 | -2 | 0 | 10 | nt | 9 | -1 | -16 | 6
COc1ccccc1OCc1ccc(C(=O)N(C)C)o1 | -10 | 9 | -7 | 2 | 0.13 | 3 | -3 | -6 | 0
O=P1(c2ccccc2)C=Cn2c1cc1c2CCCC1 (stereo not given) | nt | -4 | 3 | 10 | -0.31 | 0 | 12 | -7 | 2
Cc1ccc(C(=O)CC2(O)C(=O)N(Cc3ccc4c(c3)OCO4)c3ccccc32)cc1 (stereo not given) | 26 | -7 | 5 | 12 | 0.2 | -6 | 2 | -11 | 2
COCCNC(=O)C(OC(=O)c1ccco1)c1ccccc1OC (stereo not given) | -24 | -14 | 13 | 8 | 0.62 | -6 | 5 | -4 | 6
CC1=C(CC(=O)c2ccc(Cl)cc2)C(=O)c2ccccc2C1=O | 1 | 5 | -2 | 18 | -1.5 | -32 | 15 | -4 | 1
Cc1ccc(NC(=O)CCC(=O)OCC(F)(F)C(F)F)cc1 | -4 | 0 | 3 | 8 | -0.72 | -2 | -4 | -6 | 2
CC12CCC(C(=O)NCCN3CCCCC3)(CC1=O)C2(C)C (stereo not given) | -6 | -6 | 6 | -1 | -0.5 | -8 | 1 | 9 | -6
C[C@H](N)c1nnc(SCc2c(Cl)cccc2Cl)o1 | -10 | -6 | 10 | 4 | 0.85 | -28 | -3 | -10 | 5
Cc1cccc(NC(=O)CS(=O)(=O)c2c[nH]c3ccccc23)c1C | 0 | 3 | -6 | 2 | -0.32 | -26 | 0 | -4 | -7
CNS(=O)(=O)c1cccc(C(=O)OCC(=O)Nc2ccccc2OC(F)F)c1 | 3 | -11 | 14 | -1 | -0.64 | -15 | -1 | -7 | -8
Cc1cc(C)nc(SCC(=O)c2c(N)n(C)c(=O)n(C)c2=O)n1 | -9 | 5 | -2 | -3 | 1.4 | 0 | 0 | -7 | -3
COc1cccc(Nc2cc(C)nc3nc(C)nn23)c1 | 6 | -11 | 8 | 8 | nt | -21 | 4 | -5 | -3
CCn1c(SCC(=O)N2CCOCC2)nc(O)cc1=O | nt | nt | nt | 2 | nt | -13 | -5 | 71* | -9
CCOC(=S)NC(=O)c1sc2ccccc2c1Cl | 15 | 4 | 0 | 4 | 1.3 | -10 | -2 | -20 | 2
COC(=O)Cn1ncc2c3ccccc3n(Cc3ccccc3)c2c1=O | 9 | -5 | 5 | 14 | -1.2 | -31 | 0 | 6 | -7
O=c1c(-c2ccc(Cl)cc2)[n+]([O-])c2ccccc2n1O | -4 | 1 | -6 | 27 | -0.08 | 6 | -2 | -4 | 0
O=[N+]([O-])c1ccc2nc(SCc3ccccc3Cl)sc2c1 | -12 | -7 | 8 | 10 | 0.7 | 20 | 3 | -15 | -10
CNc1c([N+](=O)[O-])cnn1-c1ccc(Cl)cc1 | 50* | 0 | 4 | 9 | 1.4 | -4 | -2 | -6 | 10
N#C/C(=N\Nc1ccc(F)cc1)C(=N)N1CCCCC1 | -10 | 6 | -5 | 6 | 0.38 | -8 | -3 | -8 | 2
Cc1cc(C(=O)OCC(=O)Nc2ncc(C(F)(F)F)cc2Cl)c(C)o1 | 3 | -14 | 12 | 13 | -0.14 | -7 | 1 | -12 | -6
CC(=O)N1CCN(c2ccc(Oc3nnnn3-c3ccccc3)cc2)CC1 | 36 | -6 | 4 | 6 | 1.3 | -2 | 0 | -8 | 0
COCCOC(=O)C1=C(N)OC2=C(C(=O)CC(C)(C)C2)C1c1cccnc1 (stereo not given) | -17 | -2 | -3 | 6 | -0.44 | 17 | 1 | 5 | 13
COc1nc(NCc2ccc(Cl)cc2)nc(OC)n1 | 8 | 4 | -6 | 1 | -0.8 | -27 | 0 | -5 | -10
CCn1c2ccccc2c2nnc(SCC(=O)N3CC(C)OC(C)C3)nc21 (stereo not given) | -17 | -8 | 6 | 2 | -0.63 | -1 | 1 | -11 | 6
COc1ccc(C(=O)OCC(=O)Nc2ccc(OC(F)F)cc2)c(OC)c1 | 2 | -2 | 1 | 6 | 0.6 | -9 | 0 | 6 | -1
O=C1C2CC=CCC2C(=O)N1c1ncn[nH]1 (stereo not given) | -5 | 14 | -11 | 9 | 0.55 | 0 | 1 | -8 | 4
COC(=O)CCN(C(C)=O)c1ccc(N)cc1 | 35 | 4 | -5 | 8 | 0.44 | 0 | -3 | -8 | 1
O=C(NOC(=O)c1cc(Br)ccc1Cl)c1cccs1 | -12 | -4 | 6 | 7 | -0.65 | -13 | -1 | -2 | 1
Cc1n[nH]c(C)c1S(=O)(=O)N1CCCC(C(=O)N2CCc3ccccc32)C1 (stereo not given) | -4 | -10 | 10 | 2 | -1.2 | 20 | 0 | 5 | -5
COC(=O)C1=C(C)NC(=O)CC1c1ccccc1F (stereo not given) | -4 | 10 | -8 | 7 | -0.05 | -26 | 0 | -1 | 0
Cc1ncoc1C(=O)Nc1ccc(Oc2ccccc2)cc1 | 16 | -6 | 3 | 9 | 0.69 | -1 | 4 | 13 | -5
Cc1nc(N)nc(C)c1Cc1ccccc1 | 29 | -3 | 2 | 7 | -0.48 | -22 | -5 | -2 | -1
O=C(Cn1cc(/C=N/O)c2ccccc21)N1CCOCC1 | -94 | 1 | -3 | 4 | -0.63 | -1 | 0 | -7 | 5
CCOC(=O)C1=C(C)N=C2c3ccccc3C(=O)C2C1c1ccc(Cl)cc1 (stereo not given) | -13 | -6 | 11 | 4 | -1.1 | -23 | 2 | -1 | -5
O=C(NC(=S)Nc1ccc(Oc2ccc(Cl)cc2)cc1)c1ccccc1 | 0 | -4 | 8 | 3 | 1.4 | 0 | 3 | -13 | -1
COc1cccc(-c2nc3n(n2)C(c2ccc4c(c2)OCO4)C(C(N)=O)=C(C)N3)c1 (stereo not given) | nt | 1 | -2 | -3 | 0.56 | -16 | -7 | 0 | 2
Cc1ccc(C(=O)NCCN2CCOCC2)cc1 | -23 | 2 | -3 | 4 | 0.11 | 16 | 0 | -7 | 2
Cc1ccc2cc(C#N)c(N3CCN(C)CC3)nc2c1 | 14 | 2 | -3 | 8 | -0.7 | -11 | -2 | -3 | -1
COc1cnc(SCc2c(Cl)cccc2Cl)nc1Cl | 4 | 0 | 3 | 5 | 1.3 | -2 | -9 | -2 | -7
C=CCSC1=N/C(=C\c2cc(OC)c3c(c2)OCO3)C(=O)S1 | nt | -1 | 0 | 16 | -0.16 | 7 | 0 | -1 | 7
CC(=O)Nc1ccc(S(=O)(=O)N2CCN(C3CCCCCCC3)CC2)cc1 | 4 | -3 | 0 | 5 | 0.21 | 3 | 1 | -8 | -4
Cc1nn(Cc2ccccc2Cl)c2sc(C(=O)NCCCn3ccnc3)cc12 | -4 | 5 | -4 | 4 | -0.78 | -28 | 2 | -10 | 2
O=C(CN1C2CCCC1CC(NC(=O)c1ccco1)C2)Nc1ccccc1 (stereo not given) | -19 | 7 | -6 | 1 | 0.23 | 1 | -2 | -8 | -5
CCN(CC(=O)NCc1cccs1)S(=O)(=O)c1cccc(C(C)=O)c1 | 20 | 2 | -1 | 11 | -0.21 | 11 | 7 | -8 | 6
CCN1CCc2c(C#N)c(NCc3ccccc3)nc(N(CC)CC)c2C1 | -9 | -3 | 2 | 15 | -1.1 | -16 | 4 | -22 | 4
O=C(CSc1nnnn1C1CCCC1)Nc1cccc(NC(=O)c2ccco2)c1 | 5 | -11 | 10 | 5 | 0.23 | 5 | -1 | -11 | -7
Cc1ccc(O)c(-c2cc(C(=O)NCc3ccncc3)[nH]n2)c1 | 17 | 0 | -1 | 4 | 0.75 | 1 | 1 | -7 | 0
NC1=NC(c2ccc(Cl)cc2)n2c(nc3ccccc32)N1 (stereo not given) | 2 | 2 | 1 | 4 | 1.5 | -21 | 0 | 12 | -1
CC1=C(C(=O)Nc2ccccn2)C(c2cccnc2)n2nnnc2N1 (stereo not given) | 2 | -3 | -1 | 11 | 2.3 | -11 | -4 | -3 | -2
Cc1nc2ccccn2c1/C(O)=C1\C(=O)C(=O)N(CCCN(C)C)C1c1ccc(F)cc1 (stereo not given) | -13 | 0 | -1 | 12 | nt | -4 | 3 | 2 | -1
Cc1sc(NC(=O)CSc2nnc(C)c(=O)[nH]2)c(C#N)c1C | -13 | 0 | -3 | 9 | 0.5 | 8 | 0 | -2 | 1
Cc1ccn2c(NC(=O)c3ccco3)c(-c3ccccc3)nc2c1 | 16 | -6 | 7 | 3 | 0.66 | -4 | -3 | -8 | 0
CCC(CCC(=O)Nc1nncs1)C(=O)O (stereo not given) | -6 | -18 | 19 | -3 | nt | 0 | -1 | -12 | -4
COCCCN1C(=O)C(=O)/C(=C(/O)c2ccc(OC(C)C)cc2)C1c1ccc(O)c(OC)c1 (stereo not given) | 29 | 3 | -6 | -3 | nt | -16 | -4 | 2 | 6

The list goes on, starting with the last four of the part before.
SMILES | cytoskel mod | PTPN22 act | PTPN22 inh 2 | HIV Rev-RRE inh | PTK2B oligo ant | Plk1 PBD FP | FAK inh | PLK1 kinase inh | EphB4 antag
Cc1sc(NC(=O)CSc2nnc(C)c(=O)[nH]2)c(C#N)c1C | -13 | 0 | -3 | 9 | 0.5 | 8 | 0 | -2 | 1
Cc1ccn2c(NC(=O)c3ccco3)c(-c3ccccc3)nc2c1 | 16 | -6 | 7 | 3 | 0.66 | -4 | -3 | -8 | 0
CCC(CCC(=O)Nc1nncs1)C(=O)O (stereo not given) | -6 | -18 | 19 | -3 | nt | 0 | -1 | -12 | -4
COCCCN1C(=O)C(=O)/C(=C(/O)c2ccc(OC(C)C)cc2)C1c1ccc(O)c(OC)c1 (stereo not given) | 29 | 3 | -6 | -3 | nt | -16 | -4 | 2 | 6
Cc1c(NC(=O)C(C)Sc2n[nH]c(N)n2)c(=O)n(-c2ccccc2)n1C (stereo not given) | -16 | 2 | -3 | 1 | 0.32 | -29 | 2 | 1 | 1
COCCOC(=O)c1c(C)n(C)c2ccc(OC(=O)c3cccs3)cc12 | nt | -2 | 1 | 2 | 0.17 | 1 | 0 | -15 | 3
CC(C)CC(=O)Nc1ccc(Nc2ccccc2)cc1 | 10 | -7 | 2 | -3 | -2.2 | -1 | 4 | -7 | 3
Cc1cc(Cl)c(S(=O)(=O)NCc2ccncc2)cc1OCC(N)=O | 9 | -5 | 2 | 4 | 0.72 | -12 | -6 | -2 | 8
Cc1nc2nc(-c3ccco3)nn2c(C)c1Cl | -1 | -4 | 0 | 4 | -0.06 | 10 | 3 | -11 | -5
CC(=O)C1C(c2ccc(Cl)cc2)NC(=O)NC1(O)C(F)(F)F (stereo not given) | -8 | 1 | -3 | 2 | nt | -2 | -3 | -6 | 0
O=C(COC(=O)c1cc(S(=O)(=O)N2CCOCC2)ccc1O)NCCc1ccccc1 | 3 | -3 | 4 | 7 | 1.2 | -16 | 1 | -41 | 1

Screens (PubChem BioAssay)
